Screening results as filed in PubChem.
697 NFkB inh: inhibitors of the PMA/ionomycin-induced NF-kB reporter in 697 B cells; 697 B-cell NF-kB luciferase reporter, 16 h; inhibition, % at 4 µM; 0.33% of 330,000 active; in the data active = inhibition above about 35%
Gli-Sufu antag: blocks Gli-Sufu signaling in a luciferase reporter; Sufu-KO-LIGHT fibroblasts, Gli luciferase reporter luminescence; inhibition, % at 5 µM; 0.74% of 340,000 active;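 active = inhibition above about 55%, limit read from the data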;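 also: 0% = DMSO-treated cells and 100% = wells with medium but no cells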
UBC13 polyUb: blocks human UBC13 polyubiquitin chain formation. TR-FRET. inhibition, % at 20 µM. 0.47% of 330,000 active. AID 485273; in the data active = inhibition above about 45%, passing the limit was not always enough
Target sequence (P61088 whole entry, looked up): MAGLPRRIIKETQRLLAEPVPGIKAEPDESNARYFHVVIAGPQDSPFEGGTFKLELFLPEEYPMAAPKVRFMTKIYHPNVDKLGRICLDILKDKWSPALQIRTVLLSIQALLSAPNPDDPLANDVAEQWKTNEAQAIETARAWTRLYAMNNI
EBI2 antag: EBI2 (human) antagonism | P32249 | EBI2 beta-arrestin recruitment, luminescence, 7a,25-OHC stimulated | inhibition, % at 5 µM | 0.81% of 360,000 active; in the data active = inhibition above about 38%;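 also: enzyme fragment complementation signal reports receptor beta-arrestin coupling in cells; 0% = agonist plus DMSO wells and 100% = wells without agonist; some results beyond the cut were filed as inactive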
CCR6 antag: blocks CCL20-driven beta-arrestin recruitment at human CCR6; AID 493098; 0.49% of 340,000 active; inhibition, % at 20 µM; P51684; CHO-K1 CCR6 PathHunter beta-arrestin, luminescence, CCL20-stimulated;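 active = compounds whose inhibition of the agonist-driven luminescence signal at 20 µM reaches about 50%, limit read from the data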;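 also: cells stimulated with CCL20 at 14 nM final; plate controls were DMSO with CCL20 for no effect and DMSO without agonist for full effect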
Target sequence (P51684 whole entry, looked up): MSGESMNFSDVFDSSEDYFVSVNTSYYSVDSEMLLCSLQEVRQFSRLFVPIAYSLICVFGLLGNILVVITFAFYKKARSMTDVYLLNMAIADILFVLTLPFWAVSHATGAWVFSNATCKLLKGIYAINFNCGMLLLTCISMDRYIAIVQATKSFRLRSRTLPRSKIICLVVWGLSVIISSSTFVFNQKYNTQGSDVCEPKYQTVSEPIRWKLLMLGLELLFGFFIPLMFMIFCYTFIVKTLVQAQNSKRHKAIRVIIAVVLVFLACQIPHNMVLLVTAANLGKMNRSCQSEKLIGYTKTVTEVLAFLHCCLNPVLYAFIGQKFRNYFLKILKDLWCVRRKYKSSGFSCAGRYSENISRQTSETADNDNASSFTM
Jurkat NFkB inh: inhibitors of the PMA/ionomycin-induced NF-kB reporter in Jurkat cells | 0.53% of 330,000 active | inhibition, % at 4 µM | PMA/ionomycin-induced NF-kB luciferase reporter, luminescence
SENP8 inh: blocks the human protease SENP8 | Q96LD8 | purified SENP8, Z-RLRGG-aminoluciferin cleavage, luminescence | 1.2% of 330,000 active | inhibition, % at 10 µM
Target sequence (Q96LD8 whole entry, looked up): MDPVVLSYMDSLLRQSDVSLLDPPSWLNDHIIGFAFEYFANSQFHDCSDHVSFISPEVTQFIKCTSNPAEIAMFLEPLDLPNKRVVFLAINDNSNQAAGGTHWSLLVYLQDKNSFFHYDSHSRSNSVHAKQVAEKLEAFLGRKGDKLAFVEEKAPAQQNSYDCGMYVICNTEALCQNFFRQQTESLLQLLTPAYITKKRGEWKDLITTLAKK
Apaf-1 inh: human Apaf-1 inhibition | O14727 | reconstituted apoptosome caspase-3 activity, DEVD-Rh110 fluorescence | inhibition, % at 20 µM | 0.71% of 330,000 active | AID 489030; active = inhibition of at least 40% at 20 µM;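 also: plate controls were DMSO wells for no effect and DEVD-CHO caspase inhibitor wells for full effect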
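Assay system: Apoptosome proteins | Medium: pH 7.5 Hepes buffer with CHAPS, BSA, DTT | Also added: Cytochrome c and DEVD-Rh110 substrate | Times: 30 min plus 50 min, RT | Detection: Rhodamine 110 fluorescence at Ex 480/Em 540 nm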
* hit, by the source's call; / = no result given. Rule as the data show it, unless noted: active = inhibition above about 50%; inactive = the rest.

Order of values: CCR6 antag, 697 NFkB inh, UBC13 polyUb, Apaf-1 inh, EBI2 antag, SENP8 inh, Jurkat NFkB inh, Gli-Sufu antag
N#CC1(NC(=O)CSc2nncn2-c2ccccc2F)CCCC1
→ 0, 27, 0, -10, -5, -1, -7, 6
CC1(C)CC(=O)C(C(=O)CCCCC(=O)C2C(=O)CC(C)(C)CC2=O)C(=O)C1
→ 6, 15, 8, -4, -5, 2, 11, -5
O=C(COC(=O)c1ccc(F)cc1)Nc1cc(S(=O)(=O)N2CCOCC2)ccc1N1CCCC1
→ 13, 9, -4, 7, -3, -9, -11, -18
Cc1ccc(C)c(S(=O)(=O)N2CCN(C(=O)Cc3c(F)cccc3Cl)CC2)c1
→ 5, -9, 1, 15, 10, -5, 13, 13
CN1CCN(c2ccc(-c3cccc(NC(=O)COc4ccc(Cl)cc4Cl)c3)nn2)CC1
→ /, -110, 31, 34, -2, 19, -170, 15
O=C(CCn1[nH]c(=O)c2ccccc2c1=O)N1CCOCC1
→ 7, -63, -10, 15, -4, -3, -31, 1
COC1=CC(=O)CC(C)C12Oc1cc(OC)cc(OC)c1C2=O (centres undefined)
→ -14, 4, -7, -7, 3, 4, 10, 5
Cc1n[nH]c(=O)c2ccccc12
→ 9, 3, 10, -12, 5, 2, 2, 1
COCCCN(C(=O)Nc1ccccc1)C(C)c1ccncc1 (centres undefined)
→ 15, 12, -8, -4, 2, 2, 22, 1
O=c1oc(-c2cccs2)nc2ccc(Br)cc12
→ 0, -6, 11, 8, 1, 19, -8, -16
O=C(c1ccccc1)N1CCCCC(S(=O)(=O)c2ccccc2)C1=O (centres undefined)
→ -3, 14, 4, -9, 1, 1, -19, 0
O=C(COc1ccccc1)Nc1ccc(N2CCN(C(=O)c3ccco3)CC2)cc1
→ -1, 1, -15, 6, -7, 2, -5, -5
COc1ccc(Br)cc1CN1CCC(N2CCCC2)CC1
→ 5, -5, 0, -7, -5, -3, -18, 0
Nc1cc(C(=O)OCC(=O)c2ccc(CC(=O)N3CCOCC3)s2)ccc1Cl
→ 19, 7, -32, -2, -5, -3, 2, 1
COCCN1C(=O)c2ccc(C(=O)O)cc2C1=O
→ 2, -9, -27, 4, -1, -3, -5, /
CCCCCC(=O)N/N=C/c1ccc(N(C)C)cc1
→ 17, -38, 3, 4, -3, -4, -47, -34
COc1ccc(S(=O)(=O)N(C)C[C@H]2Oc3c(NC(=O)NC(C)C)cccc3C(=O)N([C@H](C)CO)C[C@@H]2C)cc1
→ 2, -1, -2, 0, -9, 2, -2, -5
CC1(C)CC(=O)C2=C(C1)NC1=C(C(=O)c3ccccc31)C2c1ccc(O)cc1 (centres undefined)
→ 42, 5, 40, 5, 0, -1, -14, 44
CCCCn1c(SCC2CCCCO2)nc2cc(S(N)(=O)=O)ccc21 (centres undefined)
→ -2, -40, -9, 11, 7, 0, 2, -5
CC1CCN(CCC(=O)NN)CC1
→ -4, -2, 2, 1, 4, 4, 12, 3
Cc1nn(CC(=O)NC2(C#N)CCCCC2)c(C)c1[N+](=O)[O-]
→ -8, -28, -2, 0, 1, 2, -10, 0
CCC(=O)c1ccc(OCC(=O)OCC(=O)N2CCCc3ccccc32)cc1
→ 6, 2, -1, 3, 0, 4, -9, -4
Cc1nn(C)c(Cl)c1C(=O)NC(C(=O)O)c1ccccc1 (centres undefined)
→ 4, 11, -4, 3, -6, -3, 3, -19
CCCSc1nnc(NC(=O)CSc2nc3[nH]c(=O)cc(O)c3s2)s1
→ 11, -3, -29, 11, -3, 1, -11, 8
COc1ccccc1CNC(=O)CC12CC3CC(CC(Br)(C3)C1)C2
→ 3, 4, -8, 13, 3, -3, 6, 1
COc1ccc(C2=NS(=O)(=O)N(C)C(C(=O)N3CCCCC3)=C2)cc1
→ 15, 0, 0, 4, -5, 3, -13, 15
CCOc1ccc(N2C(=O)Nc3ccc(Br)cc3C2(O)C(=O)NCCCN(C)C)cc1 (centres undefined)
→ 6, 14, 4, -3, 8, -1, -15, -9
COc1cccc(OC)c1C(=O)Nc1c(C(=O)N2CCN(C)CC2)oc2ccccc12
→ 17, 4, 6, -3, -7, -8, 13, 1
Cc1cccc(OCc2nnc(SCC(=O)N(C)C3CCCCC3)o2)c1
→ 10, 8, 4, 15, 13, -7, 15, 4
CCN1CCN(Cc2coc3ccc(C)cc3c2=O)CC1
→ -13, 19, -1, -17, -8, -4, -12, -7
Oc1ccccc1CNCc1ccccc1
→ 2, 1, -2, 0, -1, -7, -13, 1
COC(=O)c1ccc(COc2ncnc3ccccc23)o1
→ 16, 1, 1, -3, -6, 0, 8, -8
COc1cc2c(c(O)c1OC)C(=O)C(OC)CCC2 (centres undefined)
→ 23, 19, 7, -9, -8, -6, 11, 6
Cc1ccc(CNC(=O)C2CCCN(c3nc(C)cc(C)n3)C2)cc1 (centres undefined)
→ -4, 0, 16, 4, -8, 3, 1, -9
O=C1OC(=O)C2C3CCC(O3)C12 (centres undefined)
→ /, 12, 11, -12, /, 5, -8, /
CC1(c2ccc(OCC(N)=O)cc2)NC(=O)NC1=O (centres undefined)
→ 17, -12, 1, 4, -1, -5, -17, -3
CCCCn1c(N)c(N(CC(C)C)C(=O)COC(=O)Cc2c(C)nc3ccccc3c2C)c(=O)[nH]c1=O
→ 4, 11, -4, 10, -6, -6, 3, -1
CCOC(=O)c1cccc(NC(=O)CNC(=O)C2CCCCC2)c1
→ 12, 4, 2, -1, -1, -6, -5, -2
O=C(O)C1CCCCC1C(=O)NCc1cn2ccccc2n1 (centres undefined)
→ 1, 11, -3, -3, -7, -9, -10, -8
COc1ccc(-c2c(-c3ccccc3OC)oc3ccccc23)cc1F
→ 6, -4, 17, 0, 15, 2, -17, 4

Continued, starting with the last 2 of the part before.
Order of values: CCR6 antag, 697 NFkB inh, UBC13 polyUb, Apaf-1 inh, EBI2 antag, SENP8 inh, Jurkat NFkB inh, Gli-Sufu antag
O=C(O)C1CCCCC1C(=O)NCc1cn2ccccc2n1 (centres undefined)
→ 1, 11, -3, -3, -7, -9, -10, -8
COc1ccc(-c2c(-c3ccccc3OC)oc3ccccc23)cc1F
→ 6, -4, 17, 0, 15, 2, -17, 4
CN=C(Nc1ccc2c(c1)OCO2)SC1CC(=O)N(c2ccccc2)C1=O (centres undefined)
→ -3, -4, -3, 0, 0, -1, -3, 9
CC(=O)OC(C(=O)NCc1ccco1)c1ccncc1 (centres undefined)
→ 6, 0, -7, 15, -7, -9, -5, -26
COc1ccc(C)cc1NC(=O)C(Sc1nnc(-c2ccncc2)n1-c1ccc(Cl)cc1)c1ccccc1 (centres undefined)
→ -10, -20, -8, 16, 14, 3, 3, 0
Oc1ccc(N2CCN(C(c3cccs3)c3nnnn3CCc3ccccc3)CC2)cc1 (centres undefined)
→ 9, 2, -1, 9, 7, 2, 10, 29
Cc1ccc(OS(=O)(=O)c2c(C)nn(C)c2Cl)c(C)c1
→ 11, 17, 0, 6, 6, 6, 3, 4
Cc1cc([N+](=O)[O-])nn1CCCC(=O)NC(C)c1ccccc1 (centres undefined)
→ 7, 4, 1, -7, -7, -1, -4, 4
C=CCSc1ncc(-c2ccccc2)cn1
→ 22, -38, 4, 5, -11, -5, -36, -33
O=C(O)CCCC(=O)NNc1ncnc2ccccc12
→ 10, 4, -4, 11, -7, -5, -5, -4
Cc1ccccc1C(=O)N1CCC(C(=O)Nc2ccc(F)cc2)CC1
→ -2, 7, 3, 1, 1, -3, -7, 0
CN(C)S(=O)(=O)c1ccc(C(=O)NCc2nnc(SCC(=O)N3CCCC3)o2)cc1
→ 7, -13, -9, -6, -7, -2, -6, -3
COc1ccc(NC(=O)Nn2cnnc2)cc1OC
→ -2, -5, 0, 5, -4, -9, 4, -5
CC1CC1C(=O)N(C)CC(=O)Nc1ccccc1Br (centres undefined)
→ 9, 7, 8, -6, -5, 11, 6, -5
CC(=O)c1ccc(NC(=O)/C(C#N)=C/c2ccncc2)cc1
→ -5, 13, 3, 2, -11, -5, 3, -2
COC(=O)Nc1cc(C(=O)c2ccc(Cl)cc2Cl)c[nH]1
→ 2, -7, 4, 5, -17, 4, 3, -4
CC(=O)NCCc1nc2ccccc2n1CCOc1ccccc1
→ 1, 7, 12, -20, -6, 5, 6, 7
CCN1C(=O)/C(=C/C=C2/Sc3ccc4ccccc4c3N2CCO)SC1=S
→ 51*, 3, -22, -4, 12, 7, 1, 4
COc1ccc(NC(=O)c2c3c(nc4ccccc24)CCN(Cc2ccccc2)C3)c(OC)c1
→ 1, 2, -17, 7, 5, -7, -4, 8
CCC(=O)c1cn(CC(=O)Nc2cccc(OC)c2)c2ccccc12
→ -3, 9, -4, 5, 12, -13, -16, -4
CS(=O)(=O)Nc1cccc(C2=NN(S(C)(=O)=O)C(c3ccc4c(c3)OCO4)C2)c1 (centres undefined)
→ 14, -27, 8, -3, -10, -7, -5, -37
COc1cc([N+](=O)[O-])ccc1N=Nc1c(N)[nH]n(-c2ccccc2)c1=O
→ 38, 6, -44, 20, 4, 17, -12, -6

Shown as a hit in CCR6 antag (from the list above):
| SMILES | CCR6 antag | 697 NFkB inh | UBC13 polyUb | EBI2 antag | Jurkat NFkB inh |
| --- | --- | --- | --- | --- | --- |
| CCN1C(=O)/C(=C/C=C2/Sc3ccc4ccccc4c3N2CCO)SC1=S | 51* | 3 | -22 | 12 | 1 |

(cont.)
Order of values: CCR6 antag, 697 NFkB inh, UBC13 polyUb, Apaf-1 inh, EBI2 antag, SENP8 inh, Jurkat NFkB inh, Gli-Sufu antag
COc1cc(/C=C/C(=O)Nc2cccc(S(=O)(=O)N3CCOCC3)c2)ccc1OCC#N
→ 4, 32, -6, 1, 2, 0, 13, -1
Cc1ccc(N=C2NC(=O)C(CO)(CO)S2)cc1
→ 0, 6, 0, -13, -2, 3, 2, -14
C=CCn1c(SCC(=O)Nc2sccc2C#N)nc2sc(C)c(C)c2c1=O
→ 3, -29, -14, 8, -8, -11, -5, -2
CCN(CC)CCCNC(=O)N[C@@H](Cc1ccccc1)C(=O)O
→ -14, 3, 7, -4, -10, -2, -8, 7
O=C(CN1CCN(c2ncc(C(F)(F)F)cc2Cl)CC1)Nc1ccc2c(c1)OCO2
→ 4, 4, 5, -6, 3, -1, -4, -3
Cc1ccc(NC(=O)C2(c3ccccc3)CCCC2)nc1
→ 5, -18, 0, 10, 0, 0, -18, 11
O=C(/C=C\Nc1ccccn1)c1ccc(Cl)cc1
→ 14, -284, 0, -19, 6, 95*, -73, -87
CC(Sc1ccccc1)C(=O)NNC(=O)c1csc(N2CCOCC2)n1 (centres undefined)
→ 2, 8, -1, 2, -5, -7, 4, -3
COCCn1c(=NC(=O)C2COc3ccccc3O2)sc2cc(S(N)(=O)=O)ccc21 (centres undefined)
→ 21, 9, 0, -14, -1, 0, 3, 7
Cc1ccc(C(=O)NC(C)c2nnc(SCC(=O)NC3CCCC3)n2C)cc1 (centres undefined)
→ 9, 16, -9, 0, -3, -4, 6, -5
CCCc1cc(=O)[nH]c(SCC(=O)N2CCc3ccccc32)n1
→ -9, -34, -13, 15, 1, -10, -37, 10
CC(=O)c1ccc(N(C(=O)CNC(=O)c2ccco2)C(C(=O)NCC2CCCO2)c2ccccc2)cc1 (centres undefined)
→ 4, 22, -2, -2, -2, 5, -1, 0
C=CCn1c(COc2ccc(CC)cc2)nnc1SCC(=O)N(C)C1CCS(=O)(=O)C1 (centres undefined)
→ 1, -5, 2, -1, 5, 2, -9, 5
S=c1[nH]nc(-c2ccco2)n1-c1cccc2ccccc12
→ 17, -1, 5, 11, -8, -3, -9, -1
COCCN(C(=O)CSc1nc(N)cc(=O)[nH]1)c1c(N)n(Cc2ccccc2)c(=O)[nH]c1=O
→ 12, 2, 0, 45*, -4, 12, 12, -3
O=C(c1ccccc1-c1nc(-c2ccc(Cl)cc2)no1)N1CCCC1
→ 12, -93, -6, 14, 6, -2, -55, -78
COc1ccc2cc(C(=O)C3CCCN(C(=O)CSc4nnc(C)o4)C3)ccc2c1 (centres undefined)
→ 8, 15, 22, -11, 7, -4, -4, -4
Cc1c(CCC(=O)O)c(=O)oc2cc3occ(-c4ccc(Br)cc4)c3cc12
→ 4, -7, -2, 13, -13, 5, 9, 27
Nc1ccc(S(=O)(=O)Nc2nccc(/C=C/c3ccccc3F)n2)cc1
→ -10, -1, -3, 2, -1, 0, 13, 10
CCOC(=O)c1ccc(N2C(=O)CC(Sc3nc(C)cc(C)n3)C2=O)cc1 (centres undefined)
→ 10, 9, 3, 2, -2, -6, -7, 1

These rows are one share of the data (hit frequency here may not be typical).
